MT1-MMP act inh = inhibitors of human MT1-MMP activation; GFP/RFP ratio change, % at 20 µM; AID 651647; P50281; HT1080 RFP-PRO-GFP cells, GFP/RFP ratio fluorescence, overnight; percent of plate control window, DMSO zero; 360,000 tested, 0.061% active;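 active = GFP/RFP ratio change of at least 30% with cell ATP level not reduced by more than half and red fluorescence within 50% of control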; also: strong numbers were not always called active
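Assay system: HT1080 cells carrying an RFP-PRO-GFP reporter | Dosing: Single dose of 20 µM compound, 1% DMSO final | Incubation: Cells overnight before dosing, compound overnight, 37 °C, 5% CO2 | Evaluation: GFP/RFP fluorescence ratio | Control set: DMSO and RFP-L50D-GFP cell wells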
MsrA act = activates bovine MsrA enzyme. purified bovine MsrA, absorbance read-out. activation, % at 10.6 µM. 360,000 tested, 0.3% active. AID 602163; in the data active = activation above about 7.5%;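 also: 0% = vehicle and 100% = reference activator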
FAS-TE inh = blocks the thioesterase domain of human fatty acid synthase | recombinant FAS-TE, OMFH fluorogenic substrate, fluorescence endpoint | inhibition, % at 15 µM | 360,000 tested, 0.67% active | AID 602261;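 active = compounds whose normalised, plate-corrected inhibition of enzyme fluorescence in the single-dose primary screen is 50% or more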;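 also: 0% = DMSO with enzyme and 100% = substrate without enzyme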
Target sequence (P49327 whole entry, looked up, the tested form may be a part): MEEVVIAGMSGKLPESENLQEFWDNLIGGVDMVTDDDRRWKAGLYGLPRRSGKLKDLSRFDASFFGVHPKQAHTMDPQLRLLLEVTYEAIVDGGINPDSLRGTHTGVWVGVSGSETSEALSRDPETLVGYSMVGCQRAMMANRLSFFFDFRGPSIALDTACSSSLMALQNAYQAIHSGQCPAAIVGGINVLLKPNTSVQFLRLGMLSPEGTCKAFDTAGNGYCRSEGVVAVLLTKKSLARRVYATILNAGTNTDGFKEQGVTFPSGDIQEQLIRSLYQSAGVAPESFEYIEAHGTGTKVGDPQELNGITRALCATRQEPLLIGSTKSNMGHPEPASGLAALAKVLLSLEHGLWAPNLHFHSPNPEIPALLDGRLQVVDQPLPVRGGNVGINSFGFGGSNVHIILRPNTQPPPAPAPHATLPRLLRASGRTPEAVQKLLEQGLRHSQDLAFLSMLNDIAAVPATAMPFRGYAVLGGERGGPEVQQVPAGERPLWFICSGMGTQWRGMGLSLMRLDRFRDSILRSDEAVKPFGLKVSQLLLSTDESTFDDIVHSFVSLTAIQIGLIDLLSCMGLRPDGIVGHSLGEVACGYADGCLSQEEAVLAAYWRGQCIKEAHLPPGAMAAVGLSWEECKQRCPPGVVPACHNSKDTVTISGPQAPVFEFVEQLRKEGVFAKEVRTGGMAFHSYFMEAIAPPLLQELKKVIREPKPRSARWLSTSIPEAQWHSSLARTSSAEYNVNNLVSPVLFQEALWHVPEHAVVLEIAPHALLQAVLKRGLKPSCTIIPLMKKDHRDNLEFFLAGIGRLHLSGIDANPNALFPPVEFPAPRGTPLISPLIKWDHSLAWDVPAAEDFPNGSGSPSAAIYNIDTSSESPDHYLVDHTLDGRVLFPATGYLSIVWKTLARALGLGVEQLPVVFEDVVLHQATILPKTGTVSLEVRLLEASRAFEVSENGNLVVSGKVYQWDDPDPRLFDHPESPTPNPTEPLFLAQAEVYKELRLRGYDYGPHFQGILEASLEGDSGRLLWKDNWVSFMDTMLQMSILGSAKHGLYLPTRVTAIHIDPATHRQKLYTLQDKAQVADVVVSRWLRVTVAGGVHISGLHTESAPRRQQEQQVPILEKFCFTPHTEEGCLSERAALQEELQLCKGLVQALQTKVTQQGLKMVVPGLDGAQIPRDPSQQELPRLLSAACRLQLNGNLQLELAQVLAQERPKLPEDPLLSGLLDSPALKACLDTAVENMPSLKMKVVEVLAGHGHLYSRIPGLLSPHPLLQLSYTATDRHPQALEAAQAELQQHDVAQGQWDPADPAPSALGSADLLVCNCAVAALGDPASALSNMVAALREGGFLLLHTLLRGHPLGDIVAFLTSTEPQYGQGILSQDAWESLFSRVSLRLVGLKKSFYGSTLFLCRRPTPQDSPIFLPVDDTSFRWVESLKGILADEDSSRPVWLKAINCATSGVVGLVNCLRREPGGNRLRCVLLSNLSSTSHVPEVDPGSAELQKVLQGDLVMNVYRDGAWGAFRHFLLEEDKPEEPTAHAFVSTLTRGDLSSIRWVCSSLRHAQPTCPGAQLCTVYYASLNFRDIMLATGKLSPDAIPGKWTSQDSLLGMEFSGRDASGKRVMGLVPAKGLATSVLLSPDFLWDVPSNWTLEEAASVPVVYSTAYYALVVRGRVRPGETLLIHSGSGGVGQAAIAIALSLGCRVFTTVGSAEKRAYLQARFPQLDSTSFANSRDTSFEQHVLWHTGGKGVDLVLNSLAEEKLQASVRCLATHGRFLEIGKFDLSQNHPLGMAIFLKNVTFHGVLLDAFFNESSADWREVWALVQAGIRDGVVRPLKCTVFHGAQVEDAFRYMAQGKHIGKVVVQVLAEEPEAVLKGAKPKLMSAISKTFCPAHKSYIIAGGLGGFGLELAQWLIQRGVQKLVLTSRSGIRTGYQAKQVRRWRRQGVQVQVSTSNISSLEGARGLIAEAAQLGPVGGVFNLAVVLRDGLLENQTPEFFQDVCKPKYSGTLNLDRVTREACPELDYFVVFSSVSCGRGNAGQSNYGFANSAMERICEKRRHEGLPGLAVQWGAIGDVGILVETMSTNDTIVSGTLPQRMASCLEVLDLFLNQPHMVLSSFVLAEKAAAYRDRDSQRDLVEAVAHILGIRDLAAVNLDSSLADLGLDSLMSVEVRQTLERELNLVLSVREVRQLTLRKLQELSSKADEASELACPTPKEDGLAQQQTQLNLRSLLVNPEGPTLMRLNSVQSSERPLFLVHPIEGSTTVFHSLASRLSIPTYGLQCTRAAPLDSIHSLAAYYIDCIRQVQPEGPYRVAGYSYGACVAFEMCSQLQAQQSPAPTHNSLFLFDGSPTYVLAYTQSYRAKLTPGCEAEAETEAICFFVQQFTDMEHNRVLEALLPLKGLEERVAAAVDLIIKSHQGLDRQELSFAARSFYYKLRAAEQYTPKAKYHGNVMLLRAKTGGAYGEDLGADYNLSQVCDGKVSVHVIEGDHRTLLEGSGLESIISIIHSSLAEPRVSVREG
SKN-1 inh = C. elegans SKN-1 inhibition | C. elegans VP596 Pgst-4::GFP/RFP ratio, acrylamide-induced, 24 h | inhibition, % at 21.8 µM | 360,000 tested, 0.49% active | AID 624304;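 active = interference check ratio from 0.5 to 1.5 plus GFP to RFP signal ratio inhibition reaching or exceeding a fixed threshold, cut at about 30% in these data, passing the limit was not always enough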; also: some compounds called inactive have numbers as strong as hits
CendR NRP1 mod = alters CendR peptide binding to human NRP-1 | O14786 | FAM-RPARPAR peptide binding to NRP-1, fluorescence polarization | inhibition, % at 25 µM | 360,000 tested, 0.85% active | AID 602438;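 active = inhibition or corrected inhibition above about 18%, plus a signal ratio from 0.5 to 1.5, limit read from the data, passing the limit was not always enough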; also: strong numbers were not always called active
MsrA inhibitor = inhibits bovine methionine sulfoxide reductase A; purified bovine MsrA, absorbance read-out; inhibition, % at 15.5 µM; 360,000 tested, 0.75% active; AID 651718; in the data active = inhibition above about 4.5%;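 also: 0% = vehicle wells with enzyme and 100% = reference inhibitor wells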
Tb MetRS inh = blocks T. brucei methionyl-tRNA synthetase activity; purified T. brucei MetRS, ATP depletion, Kinase-Glo luminescence; inhibition, % at 11.9 µM; 360,000 tested, 0.4% active;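 active = inhibition above a per-plate cutoff of the control wells' mean inhibition plus 3 SD, cut at about 5.5% in these data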;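 also: 0% = DMSO wells median and 100% = median of wells with control inhibitor compound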
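System: purified T. brucei MetRS enzyme / Detection: Kinase-Glo luciferase luminescence reporting remaining unconsumed ATP / Medium: HEPES buffer with MgCl2, KCl, DTT, spermine, BSA, pyrophosphatase / Replication: singlicate, one well per compound / Evaluation: percent inhibition relative to median high and low control wells / Schedule: 2 h aminoacylation at 25 °C after 15 min preincubation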
PABP1 MLLE inh = inhibitors of microRNA-mediated deadenylation, human PABP1 MLLE binding; GST-MLLE / FITC-PAM2 fluorescence polarization; 360,000 tested, 0.36% active; inhibition, % at 20 µM; P11940; in the data active = inhibition above about 35%, passing the limit was not always enough;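 also: plate controls were DMSO wells with GST-MLLE for no effect and wells lacking GST-MLLE protein for full effect; some results filed as inactive read as strong as hits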
eLon inh = E. coli protease La inhibition; P0A9M0; 360,000 tested, 0.42% active; AID 602123; inhibition, % at 7.94 µM; purified E. coli Lon protease, fluorescence polarization; in the data active = inhibition above about 13%, passing the limit was not always enough;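 also: 0% = enzyme with probe and DMSO and 100% = no enzyme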
* = called active by the depositor. Not a hit list, and some 4% of all compounds hit somewhere here.

How did CCc1nc2ccc(C(=O)NCCc3c[nH]c4ccccc34)cn2c1N(C)Cc1nccn1C do in these assays?
MT1-MMP act inh: 0.0; MsrA act: -2.6; FAS-TE inh: -4.8; SKN-1 inh: 10.6; CendR NRP1 mod: -10.5; MsrA inhibitor: -0.6; Tb MetRS inh: -0.3; PABP1 MLLE inh: 7.1; eLon inh: 3.5

Results for COc1ccc(S(=O)(=O)NCC2CCCN(C(=O)CN3CCCCC3)C2)cc1 (stereo not drawn) ?
MT1-MMP act inh: -4.1; MsrA act: -7.6; FAS-TE inh: -8.4; SKN-1 inh: 5.8; CendR NRP1 mod: 4.0; MsrA inhibitor: -0.1; Tb MetRS inh: -1.1; PABP1 MLLE inh: -7.2; eLon inh: -0.2

How did O=C(N1CCOCC1)N1CCN(S(=O)(=O)c2cccc([N+](=O)[O-])c2)CC1 do in these assays?
MT1-MMP act inh: 3.9; MsrA act: -6.6; FAS-TE inh: -4.9; SKN-1 inh: -2.8; CendR NRP1 mod: 2.4; MsrA inhibitor: -1.2; Tb MetRS inh: -0.5; PABP1 MLLE inh: 19.2; eLon inh: 4.7

Results for O=S(=O)(CCN1C=CC(C(F)(F)F)=NCC1)c1ccc(F)cc1 ?
MT1-MMP act inh: 1.2; MsrA act: -2.1; FAS-TE inh: -4.8; SKN-1 inh: 2.4; CendR NRP1 mod: -0.5; MsrA inhibitor: 1.8; Tb MetRS inh: 0.9; PABP1 MLLE inh: -11.2; eLon inh: -0.6

Results for O=C(NC(=S)Nc1ccccc1O)c1cccnc1 ?
MT1-MMP act inh: -0.4; MsrA act: -1.0; FAS-TE inh: -4.2; SKN-1 inh: 2.2; CendR NRP1 mod: -2.9; MsrA inhibitor: 0.3; Tb MetRS inh: 0.0; PABP1 MLLE inh: 31.7; eLon inh: -2.1

Results for COc1ccc(/C=N/Nc2cc(C)nc(N3CCOCC3)n2)cc1OC ?
MT1-MMP act inh: 3.8; MsrA act: 1.4; FAS-TE inh: -3.2; SKN-1 inh: -7.6; CendR NRP1 mod: -11.3; MsrA inhibitor: 3.2; Tb MetRS inh: 0.1; PABP1 MLLE inh: 1.7; eLon inh: 0.9

Results for O=c1ccc2cc(O)c(O)cc2o1 ?
MT1-MMP act inh: 7.0; MsrA act: -3.8; FAS-TE inh: -0.9; SKN-1 inh: -0.9; CendR NRP1 mod: -6.1; MsrA inhibitor: 1.3; Tb MetRS inh: -0.4; PABP1 MLLE inh: 6.3; eLon inh: -6.8

How did CN1C(=O)/C(=C2\SC(=S)N(CCCCCC(=O)O)C2=O)c2ccccc21 do in these assays?
MT1-MMP act inh: -2.8; MsrA act: -2.9; FAS-TE inh: -2.4; SKN-1 inh: 0.5; CendR NRP1 mod: 2.6; MsrA inhibitor: -0.6; Tb MetRS inh: 0.1; PABP1 MLLE inh: 35.5; eLon inh: 7.5

What do the screens show for `CCOC1=C2[C@@H](CN(S(=O)(=O)c3ccc(C)cc3)[C@H]2c2cccc3ccccc23)[C@H]2C(=O)NC(=O)[C@H]2C1`?
MT1-MMP act inh: -8.4; MsrA act: -0.2; FAS-TE inh: 12.7; SKN-1 inh: 16.5; CendR NRP1 mod: 11.6; MsrA inhibitor: 0.1; Tb MetRS inh: -0.9; PABP1 MLLE inh: 1.1; eLon inh: 4.0

Results for Cc1ccc(NC(=O)CCn2nnc3ccccc32)cc1 ?
MT1-MMP act inh: -1.1; MsrA act: -2.5; FAS-TE inh: -3.3; SKN-1 inh: 4.8; CendR NRP1 mod: 0.8; MsrA inhibitor: -1.4; Tb MetRS inh: -0.2; PABP1 MLLE inh: 4.7; eLon inh: -0.2

What do the screens show for `O=C(CCN1C(=O)C2C3C=CC(C3)C2C1=O)Nc1ccc(F)cc1` (stereo not drawn)?
MT1-MMP act inh: 2.6; MsrA act: -9.3; FAS-TE inh: -9.4; SKN-1 inh: 11.7; CendR NRP1 mod: 5.6; MsrA inhibitor: -1.1; Tb MetRS inh: -2.0; PABP1 MLLE inh: 6.3; eLon inh: -2.4

How did COc1ccc(CCNC(=O)c2cc(-c3ccccc3OC)on2)cc1OC do in these assays?
MT1-MMP act inh: -0.1; MsrA act: 3.3; FAS-TE inh: 13.4; SKN-1 inh: 14.4; CendR NRP1 mod: -16.0; MsrA inhibitor: 0.5; Tb MetRS inh: -0.7; PABP1 MLLE inh: -8.9; eLon inh: -8.2

The last two records of the part before open the next one:
What do the screens show for `O=C(CCN1C(=O)C2C3C=CC(C3)C2C1=O)Nc1ccc(F)cc1` (stereo not drawn)?
MT1-MMP act inh: 2.6; MsrA act: -9.3; FAS-TE inh: -9.4; SKN-1 inh: 11.7; CendR NRP1 mod: 5.6; MsrA inhibitor: -1.1; Tb MetRS inh: -2.0; PABP1 MLLE inh: 6.3; eLon inh: -2.4

How did COc1ccc(CCNC(=O)c2cc(-c3ccccc3OC)on2)cc1OC do in these assays?
MT1-MMP act inh: -0.1; MsrA act: 3.3; FAS-TE inh: 13.4; SKN-1 inh: 14.4; CendR NRP1 mod: -16.0; MsrA inhibitor: 0.5; Tb MetRS inh: -0.7; PABP1 MLLE inh: -8.9; eLon inh: -8.2

Results for CN1C(=O)/C(=C2/C=CC=CN2C)OC1=S ?
MT1-MMP act inh: 1.7; MsrA act: -6.3; FAS-TE inh: -9.7; SKN-1 inh: 7.9; CendR NRP1 mod: -12.5; MsrA inhibitor: -0.1; Tb MetRS inh: -0.2; PABP1 MLLE inh: 40.4*; eLon inh: -10.5

What do the screens show for `O=C(COc1ccc(S(=O)(=O)N2CCOCC2)cc1)NCCCn1ccnc1`?
MT1-MMP act inh: -3.2; MsrA act: -4.0; FAS-TE inh: -5.9; SKN-1 inh: -3.3; CendR NRP1 mod: -0.1; MsrA inhibitor: -0.4; Tb MetRS inh: -0.6; PABP1 MLLE inh: 7.8; eLon inh: -1.7

Results for O=C(NC1CC1)C1CC(=O)N(c2ccc(F)cc2)C1 (stereo not drawn) ?
MT1-MMP act inh: -0.8; MsrA act: -3.7; FAS-TE inh: -3.5; SKN-1 inh: 15.5; CendR NRP1 mod: -2.8; MsrA inhibitor: 0.4; Tb MetRS inh: 0.6; PABP1 MLLE inh: 4.6; eLon inh: 4.5

What do the screens show for `Cc1ccc2oc(=O)n(CC(=O)c3ccc(F)cc3)c2c1`?
MT1-MMP act inh: -4.3; MsrA act: -7.9; FAS-TE inh: 2.1; SKN-1 inh: -4.0; CendR NRP1 mod: -12.4; MsrA inhibitor: -0.3; Tb MetRS inh: -1.1; PABP1 MLLE inh: 7.4; eLon inh: -5.3

How did Cc1ccc(NC(=O)CCNC(=O)c2ccc([N+](=O)[O-])cc2)cc1S(=O)(=O)N1CCOCC1 do in these assays?
MT1-MMP act inh: 4.2; MsrA act: -2.6; FAS-TE inh: 8.6; SKN-1 inh: 21.3; CendR NRP1 mod: -2.0; MsrA inhibitor: 0.1; Tb MetRS inh: 0.5; PABP1 MLLE inh: -47.1; eLon inh: 11.4

How did CCCCCCCCCCCCN1[C@@H](CC(C)=O)c2cc(F)cc(F)c2S1(=O)=O do in these assays?
MT1-MMP act inh: 3.0; MsrA act: -1.7; FAS-TE inh: 57.7*; SKN-1 inh: -5.6; CendR NRP1 mod: 10.7; MsrA inhibitor: 0.2; Tb MetRS inh: 0.2; PABP1 MLLE inh: -13.2; eLon inh: -23.5

How did Cc1cccc(NC(=O)CSCC(=O)Nc2sccc2C#N)c1 do in these assays?
MT1-MMP act inh: -3.8; MsrA act: -4.6; FAS-TE inh: -3.6; SKN-1 inh: -8.8; CendR NRP1 mod: -36.4; MsrA inhibitor: -0.9; Tb MetRS inh: -0.6; PABP1 MLLE inh: 6.3; eLon inh: -21.1

Results for CCCc1cc(C(=O)Nc2sc(C)c(CC)c2C#N)no1 ?
MT1-MMP act inh: 8.8; MsrA act: -11.4; FAS-TE inh: 17.9; SKN-1 inh: 6.5; CendR NRP1 mod: -6.3; MsrA inhibitor: 0.8; Tb MetRS inh: -1.3; PABP1 MLLE inh: 16.2; eLon inh: -3.8

How did CSc1cccc(N2CC(C(=O)Nc3ccccc3N3CCCC3)CC2=O)c1 (stereo not drawn) do in these assays?
MT1-MMP act inh: -3.8; MsrA act: -0.5; FAS-TE inh: 3.6; SKN-1 inh: -2.3; CendR NRP1 mod: 0.7; MsrA inhibitor: 0.1; Tb MetRS inh: -0.2; PABP1 MLLE inh: -11.8; eLon inh: -15.1

Results for CCCCN(CC)S(=O)(=O)c1ccc(C(=O)Nc2nnc(COC)o2)cc1 ?
MT1-MMP act inh: -1.7; MsrA act: -2.3; FAS-TE inh: -3.8; SKN-1 inh: 7.7; CendR NRP1 mod: 8.2; Tb MetRS inh: 0.4; PABP1 MLLE inh: -0.3; eLon inh: -4.2

Results for O=C(Nc1nc(-c2ccccc2)nc2ccccc12)c1ccc(F)cc1 ?
MT1-MMP act inh: -6.4; MsrA act: -6.4; FAS-TE inh: -2.0; SKN-1 inh: -4.3; CendR NRP1 mod: -9.3; MsrA inhibitor: 0.1; Tb MetRS inh: -1.0; PABP1 MLLE inh: 3.6; eLon inh: -8.0

How did Cc1c(C(=O)NCCSCc2ccccc2)cccc1[N+](=O)[O-] do in these assays?
MT1-MMP act inh: 5.0; MsrA act: -1.2; FAS-TE inh: 21.9; SKN-1 inh: -3.3; CendR NRP1 mod: 3.1; MsrA inhibitor: 0.1; Tb MetRS inh: 0.1; PABP1 MLLE inh: -3.6; eLon inh: 4.5

How did C=CCNC(=S)NN(c1ccccc1)c1ccccc1 do in these assays?
MT1-MMP act inh: 3.0; MsrA act: 4.1; FAS-TE inh: 9.0; SKN-1 inh: -5.9; CendR NRP1 mod: -5.8; MsrA inhibitor: 1.4; Tb MetRS inh: -0.8; PABP1 MLLE inh: 13.5; eLon inh: 1.8

How did Cn1c(=O)n(Cc2ccccc2)c(=O)c2c1nc1n2CCN1Cc1ccco1 do in these assays?
MT1-MMP act inh: -0.4; MsrA act: -8.8; FAS-TE inh: -6.3; SKN-1 inh: -4.6; CendR NRP1 mod: 8.4; MsrA inhibitor: -0.6; Tb MetRS inh: -1.1; PABP1 MLLE inh: 2.5; eLon inh: 8.0

How did Cn1cccc1Cc1nnc(SCC(=O)N2CCOCC2)n1CCc1ccccc1 do in these assays?
MT1-MMP act inh: -0.8; MsrA act: -1.1; FAS-TE inh: -4.4; SKN-1 inh: 7.3; CendR NRP1 mod: 2.2; MsrA inhibitor: -1.6; Tb MetRS inh: -0.3; PABP1 MLLE inh: -74.8; eLon inh: 1.2

Results for O=C(N/N=C/c1ccc([N+](=O)[O-])cc1)c1ccc2nc[nH]c2c1 ?
MT1-MMP act inh: 6.3; MsrA act: -0.7; FAS-TE inh: 8.5; SKN-1 inh: 13.2; CendR NRP1 mod: -13.3; MsrA inhibitor: 5.6*; Tb MetRS inh: -0.2; PABP1 MLLE inh: 10.9; eLon inh: 1.0

How did CCCOC1CCCN(C(=O)c2cc(COc3ccc(-n4cncn4)cc3)on2)C1 (stereo not drawn) do in these assays?
MT1-MMP act inh: 1.8; MsrA act: -4.2; FAS-TE inh: -0.9; SKN-1 inh: -4.6; CendR NRP1 mod: 3.6; MsrA inhibitor: -0.7; Tb MetRS inh: 0.0; PABP1 MLLE inh: 7.2; eLon inh: -13.6

How did Cc1ccc(C(=O)N(Cc2nnc(-c3ccccc3Cl)o2)C2CC2)o1 do in these assays?
MT1-MMP act inh: -2.4; MsrA act: -3.7; FAS-TE inh: -5.2; SKN-1 inh: 5.8; CendR NRP1 mod: -17.6; MsrA inhibitor: 0.5; Tb MetRS inh: -0.5; PABP1 MLLE inh: -17.3; eLon inh: 4.9
